GLP-1R inv ag = GLP-1 receptor (human) inverse agonism; Potency, µM (series often up to 38.3 µM), for inactives: at the highest dose activity change, negative = inhibition, actives largely listed as inhibitors; HEK293 GLP-1R CRE-luciferase, luminescence, 24 h; GLP-1R form is constitutively active; 410,000 compounds, 1.6% hits; P43220; further: potency means the concentration at half of the fitted maximal effect; on the % scale 0 is the no-effect control and ±100 the full control effect; nearly all actives have a fitted effect of over 55% in size
Target sequence (P43220 whole entry, looked up): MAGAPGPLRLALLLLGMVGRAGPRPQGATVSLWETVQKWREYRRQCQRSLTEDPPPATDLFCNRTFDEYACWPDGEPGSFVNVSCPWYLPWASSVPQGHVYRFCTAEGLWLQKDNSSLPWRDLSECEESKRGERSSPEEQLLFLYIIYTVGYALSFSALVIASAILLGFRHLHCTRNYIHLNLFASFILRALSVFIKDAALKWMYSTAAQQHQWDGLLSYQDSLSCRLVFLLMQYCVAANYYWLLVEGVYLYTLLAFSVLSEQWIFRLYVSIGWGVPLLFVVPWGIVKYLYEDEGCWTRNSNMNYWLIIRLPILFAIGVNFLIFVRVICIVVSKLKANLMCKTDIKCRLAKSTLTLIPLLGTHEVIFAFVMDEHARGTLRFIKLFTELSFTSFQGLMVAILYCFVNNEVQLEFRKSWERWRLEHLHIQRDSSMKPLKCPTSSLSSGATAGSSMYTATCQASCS
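Luminescence readout: a drop in cAMP-driven luciferase signal flags inverse agonism at a constitutively active GLP-1R stably expressed in HEK293. Compound exposure lasted 24 hr at 37 deg C, 5% CO2.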
pAkt inh = blocks phosphorylation of Akt. Neuro2A IGF-stimulated pAkt S473 HTRF, 20 min; hits give low values. activity change, % for hits at 50 µM. 360,000 compounds, 0.32% hits. AID 651550; in the data active means activity change below about -80%; inconclusive means mostly about -51% to -80%; further: on the % scale 0 is the no-effect control and ±100 the full control effect
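Single-point screen (50 µM final compound) in Neuro2A cells stimulated 20 min with 6 nM IGF at 37 deg C. After lysis, Ser473-phosphorylated Akt read by HTRF (ex 330 nm, em 615/665 nm) as the 665/615 ratio.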
Mm-Cpn inhibitor = blocks the Methanococcus maripaludis chaperonin Mm-Cpn; Potency, µM (titrated, usually from 76.9 µM), for inactives: at the highest dose activity, negative = inhibition, most hits filed as inhibitors; purified Mm-Cpn ATPase, ADP Transcreener TR-FRET; 330,000 compounds, 0.031% hits; further: potency means the concentration at half of the fitted maximal effect; on the % scale 0 is the no-effect control and ±100 the full control effect; nearly all actives have a fitted effect of over 80% in size
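Measured: ADP formation by purified Mm-CPN. Conditions: 25 nM protein, 10 uM ATP, Tris pH 7.4 with Mg2+, K+ and DTT, 37°C for 30 min. Detection: Transcreener HTRF after 30 min at room temperature.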
HEK293 tox = cytotoxicity in counter-screen for GLP-1R inverse agonists. 410,000 compounds, 0.13% hits. HEK293 cAMP-luciferase reporter cells, luminescence, 24 h. AID 624418. Potency, µM (highest dose often 38.3 µM), inactives show at the highest dose activity change, negative = inhibition, most hits filed as inhibitors;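 further: loss of luciferase light is scored as toxicity; potency means the concentration at half of the fitted maximal effect; on the % scale 0 is the no-effect control and ±100 the full control effect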
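Step one: seed cells (200 cells/uL, DMEM with 10% Nu serum, 1% pen-strep). Step two: 12-hour incubation at 37 deg C. Step three: pin 23 nL compound, incubate 24 hr. Step four: add luciferase reagent, read luminescence 12 min later.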
TDP-43 yeast inh = TDP-43 toxicity inhibition in yeast; TDP-43 expressing yeast growth rescue, BacTiter-Glo, 24 h; 410,000 compounds, 1.8% hits; Potency, µM (series often up to 46.1 µM), inactives show at the highest dose growth rescue (activation), usual class: activators; AID 652104; further: potency means the concentration at half of the fitted maximal effect; % of control where 0% means no effect; nearly all actives have a fitted effect of over 50% in size
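In this qHTS, compounds that restore growth of yeast expressing TDP-43 appear as activators. Cells (OD600=0.02, galactose medium, raffinose-pregrown) are incubated with compound 24 hr at 30 deg C and growth is quantified by BacTiter-Glo.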
PTHR1 agonist = activates the human parathyroid hormone receptor PTHR1; 410,000 compounds, 0.075% hits; HEK293 GP2 PTHR1 cells, GloSensor cAMP luminescence, 1 h; Potency, µM (top dose mostly 115 µM), for the others: at the highest dose activation, hits mostly activators; Q03431; further: potency means the concentration at half of the fitted maximal effect; nearly all actives have a fitted effect of over 55% in size; some results filed as inactive show a strong effect at the top dose; inactives centre near -15; many of its hits are not listed in these tables
Target sequence (Q03431 whole entry, looked up): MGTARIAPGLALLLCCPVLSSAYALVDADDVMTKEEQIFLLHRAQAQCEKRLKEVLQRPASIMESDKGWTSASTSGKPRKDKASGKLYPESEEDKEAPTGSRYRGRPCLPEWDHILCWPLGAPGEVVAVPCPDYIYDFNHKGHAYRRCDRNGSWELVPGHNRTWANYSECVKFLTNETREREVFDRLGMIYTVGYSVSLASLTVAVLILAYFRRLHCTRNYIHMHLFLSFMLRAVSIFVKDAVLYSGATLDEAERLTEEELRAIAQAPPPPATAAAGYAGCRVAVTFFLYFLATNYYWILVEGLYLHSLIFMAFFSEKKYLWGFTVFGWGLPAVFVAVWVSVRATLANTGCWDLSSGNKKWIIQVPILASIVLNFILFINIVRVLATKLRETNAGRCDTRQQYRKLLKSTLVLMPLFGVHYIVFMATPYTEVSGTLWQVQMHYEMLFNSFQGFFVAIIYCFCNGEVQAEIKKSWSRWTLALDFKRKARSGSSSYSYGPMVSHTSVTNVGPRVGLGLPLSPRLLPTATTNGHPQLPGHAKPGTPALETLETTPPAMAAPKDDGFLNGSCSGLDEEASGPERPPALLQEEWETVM
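HEK-293-derived GP2 cells expressing PTHR1 and a GloSensor cAMP reporter, 3,000/well, plated overnight, given luciferin plus IBMX (each 0.5 mM as added) for 1 h at 37 °C, then compound for 1 h at 37 °C. Luminescence was read after 15 min at room temperature.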
aSyn yeast inh = alpha-synuclein toxicity inhibition in yeast; Potency, µM (titrated, usually from 46.1 µM), without a hit: at the highest dose growth rescue (activation), actives largely listed as activators; Yeast expressing alpha-synuclein, growth rescue, BacTiter-Glo, 24 h; AID 652106; 370,000 compounds, 0.14% hits; further: potency means the concentration at half of the fitted maximal effect; % of control where 0% means no effect; nearly all actives have a fitted effect of over 65% in size
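Screening used galactose-induced yeast with toxic alpha-synuclein levels, exposed to compound for 24 hr at 30 deg C. Cell growth, read with BacTiter-Glo luminescence, gave the measured signal.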
Abeta rescue = compounds reversing amyloid beta toxicity in yeast; 410,000 compounds, 0.063% hits; Potency, µM (highest dose often 46.1 µM), for inactives: top-dose growth rescue, hits mostly activators; AID 1347071; yeast expressing A-beta42, growth rescue, OD600, 48 h; response scale: 0% DMSO, 100% iron-clioquinol control; further: potency means the concentration at half of the fitted maximal effect; nearly all actives have a fitted effect of over 55% in size
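Growth rescue measured by 600 nm absorbance after 48 h yeast culture at 30 C with compound. Values normalized between DMSO and an equimolar ferric chloride plus clioquinol control.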
FUS yeast rescue = suppressors of FUS proteinopathy in yeast | S. cerevisiae FUS-expressing, growth rescue, OD600, 24 h | Potency, µM (series often up to 76.6 µM), for the others: at the top dose growth rescue (activation), usual class: activators | AID 1347120 | 390,000 compounds, 0.24% hits;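 further: potency means the concentration at half of the fitted maximal effect; plate controls were DMSO vehicle for no effect and reference control for full effect; nearly all actives have a fitted effect of over 55% in size; some results filed as inactive show a strong effect at the top dose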
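Steps: raffinose overnight preculture; dilution to OD 0.005 in 2% galactose minimal medium; compound addition (concentration series); 24hr at 30C, 99% humidity; absorbance read at 600 nm.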
Starred values were filed as active, the others as inactive; i = inactive; ? = inconclusive; . = not tested or not shown; [ ] = dose if it differs, or a comment. Unless noted, the call rests on the fitted dose curve; in most records, active means well fitted curve in the direction sought with a large enough effect; inconclusive means small, poorly fitted or top-dose-only effect, or another doubt; inactive means no such curve, though single readings can be large; an effect the other way counts as inactive or inconclusive. This is a subset (hit frequency here may not be typical).

Letters – A = GLP-1R inv ag; B = pAkt inh; C = Mm-Cpn inhibitor; D = HEK293 tox; E = TDP-43 yeast inh; F = PTHR1 agonist; G = aSyn yeast inh; H = Abeta rescue; I = FUS yeast rescue
Structure: CN(C(=O)CCc1nnc(CCCCc2ccccc2)o1)C1CCOCC1
  A: -3%	B: i	C: -2%	D: 2%	E: 16%	F: i	G: 1%	H: 0%	I: -21%

Structure: CCCCCNC(=O)c1ccccc1SC
  A: 6%	B: i	C: 0%	D: -2%	E: 5%	F: i	G: 4%	H: 15%	I: 12%

Structure: COc1ccccc1C(=O)N/C(=C\c1ccc(Br)cc1)C(=O)NCCCO
  A: -2%	B: i	C: 0%	D: -1%	E: 2%	F: -18%	G: -6%	H: 8%	I: 16%

Structure: COC(=O)Nc1ccc(OC)c(OC)c1
  A: 4%	B: i	C: .	D: -4%	E: -1%	F: -20%[57.5 µM]	G: 1%	H: 17%	I: 7%

Structure: CCCCN(C)C(=O)C1CCN(C/C(C)=C/c2ccccc2)CC1
  A: ?	B: i	C: ?	D: -13%	E: 5%	F: -6%[57.5 µM]	G: -12%	H: 3%	I: 13%

Structure: CN(C#N)c1nc(N2CCOCC2)nc(N2CCOCC2)n1
  A: 1%	B: i	C: .	D: 7%	E: 11%	F: -10%	G: 3%	H: 12%	I: -15%

Structure: CCCNC(=O)CC1Sc2ccccc2NC1=O (stereo not drawn)
  A: 0%	B: i	C: 2%	D: 2%	E: -14%	F: i	G: 3%	H: 4%	I: 1%

Structure: CCCn1c(S(=O)(=O)O)nc2ccccc21
  A: 5%	B: i	C: 0%	D: 6%	E: 0%	F: -2%	G: 0%	H: 7%	I: 15%

Structure: COC(=O)C1=C(C)N(CC2CC2)C(=O)N[C@H]1c1ccc(Br)cc1
  A: -2%	B: i	C: 1%	D: -10%	E: ?	F: i	G: 18%	H: 0%	I: 10%

Structure: CC1=CC2=NC(=O)/C(=C\c3cc(C)n(-c4cccc(Cl)c4)c3C)C(=N)N2O1
  A: -1%	B: i	C: 0%	D: -2%	E: -5%	F: i	G: -2%	H: -14%	I: 5%

Structure: Oc1ccccc1CNc1ccc2c(c1)OCCO2
  A: 29%	B: i	C: 0%	D: 15%	E: -4%	F: i	G: 0%	H: 1%	I: -10%

Structure: CC(Oc1ccccc1)C(=O)Nc1ccc(S(=O)(=O)NCC2CCCO2)cc1 (stereo not drawn)
  A: 16%	B: i	C: 0%	D: -3%	E: -15%	F: i	G: 6%	H: 14%	I: 5%

Structure: COc1ccc(C2c3ccc(O)cc3Oc3ncn(Cc4ccccc4)c(=N)c32)cc1OC (stereo not drawn)
  A: 68%[activator]	B: i	C: 0%	D: -8%	E: -4%	F: -2%	G: -3%	H: -8%	I: 20%

Structure: COCCn1c(C)cc(O)c(C(c2ccccc2F)N2CCN(c3ccccc3)CC2)c1=O (stereo not drawn)
  A: -7%	B: .	C: .	D: 4%	E: 20%	F: i	G: .	H: 12%	I: 12%

Structure: Cc1ccc(CSC(Nc2ccc(F)cc2)=C(C#N)C#N)cc1
  A: ?	B: i	C: -2%	D: -16%	E: 10%	F: -38%	G: -1%	H: 22%	I: -16%

Structure: COc1ccccc1N1CCN(C(=O)C2c3ccccc3Oc3ccccc32)CC1
  A: ?	B: i	C: 1%	D: ?	E: ?	F: -10%[57.5 µM]	G: 20µM*	H: 11%	I: 25%

Structure: COc1ccc(-c2cc(-c3cccs3)c(C#N)c(SCC(=O)NCc3ccccc3)n2)cc1
  A: 1%	B: i	C: -4%	D: -22%	E: 9%	F: i	G: 0%	H: 0%	I: -2%

Structure: CCCc1cc(=O)[nH]c(SCC(=O)Nc2ccccc2C#N)n1
  A: 4%	B: i	C: 2%	D: -9%	E: -2%	F: -3%[57.5 µM]	G: 1%	H: 7%	I: 3%

Structure: CS(=O)(=O)c1ccc(Cl)c(NC(=O)COC(=O)CCc2c[nH]c3ccccc23)c1
  A: 18%	B: i	C: 1%	D: 8%	E: -15%	F: -24%	G: 3%	H: 11%	I: 4%

Structure: O=C(COC(=O)CCNS(=O)(=O)c1ccc2c(c1)OCCO2)NC1CCCc2ccccc21 (stereo not drawn)
  A: 11%	B: i	C: 3%	D: 6%	E: 7%	F: -7%[57.5 µM]	G: 1%	H: 25%	I: 22%

Structure: O=C(N/N=C/C=C/c1ccccc1)C1CC1(c1ccccc1)c1ccccc1 (stereo not drawn)
  A: 0%	B: i	C: 0%	D: -1%	E: -8%	F: -1%[57.5 µM]	G: -9%	H: 18%	I: 11%

Structure: O=C(COc1ccccc1Br)Nc1ccc(S(=O)(=O)N2CCCC2)cc1
  A: -17%	B: i	C: -3%	D: 10%	E: 15%	F: -25%	G: -7%	H: 2%	I: -8%

Structure: CC(C)c1ccc(N2C(=O)CSC23C(=O)N(Cc2ccccc2F)c2ccccc23)cc1 (stereo not drawn)
  A: 14%	B: .	C: .	D: -3%	E: -8%	F: -27%	G: 2%	H: -24%	I: -5%

Structure: O=C(CN1CCN(C2CCS(=O)(=O)C2)CC1)N1N=C(c2ccc(Cl)cc2)CC1c1ccco1 (stereo not drawn)
  A: -19%	B: i	C: -1%	D: -8%	E: 18%	F: -15%	G: 2%	H: -5%	I: 24%

Structure: Cc1ccc(S(=O)(=O)Nc2ccc3ccccc3n2)cc1
  A: 19%	B: i	C: -1%	D: 6%	E: 26%	F: -14%	G: -18%	H: -16%	I: -12%

Structure: COc1ccc(-c2nn(-c3ccccc3)cc2CNC[C@H]2O[C@@H](n3cnc4c(N)ncnc43)[C@H](O)[C@@H]2O)cc1
  A: 13%	B: i	C: -2%	D: -4%	E: 12%	F: -12%	G: 0%	H: -3%	I: -6%

Structure: COc1ccc(-c2csc(Nc3ccc(S(=O)(=O)Nc4cc(OC)nc(OC)n4)cc3)n2)cc1
  A: -5%	B: i	C: -2%	D: 11%	E: 4%	F: i	G: 0%	H: -15%	I: .

Structure: COCCCNC(=O)C1CC(=O)N(CCc2ccccc2)C1 (stereo not drawn)
  A: 5%	B: i	C: 0%	D: 4%	E: -7%	F: i	G: 0%	H: -8%	I: -8%

Structure: CCc1ccc(C(=O)Nc2ccc(S(=O)(=O)Nc3nc(C)cc(C)n3)cc2)o1
  A: 13%	B: i	C: -1%	D: 79%[activator]	E: 4%	F: -18%	G: 2%	H: 11%[9.22 µM]	I: -21%

Structure: COc1ccc(S(=O)(=O)N(CC(=O)NCCSc2ccc(C)cc2)c2ccc(C)cc2)cc1
  A: -8%	B: .	C: .	D: -5%	E: 10%	F: -8%	G: .	H: -2%	I: 5%

Structure: CCOc1ccc(NS(=O)(=O)c2ccc(C(=O)N3CCCC(C)C3)cc2)cc1 (stereo not drawn)
  A: ?	B: i	C: 2%	D: -17%	E: -24%	F: -21%	G: 5%	H: -2%	I: 23%

Structure: CCc1nc2c(OCc3ccccc3)cccn2c1N(C)C(=O)c1ccc(OC)cc1
  A: -20%	B: i	C: .	D: 2%	E: 19%	F: -10%	G: 0%	H: 11%	I: 5%

Structure: Cc1cccc(C(=O)NC(=S)Nc2ccc3[nH]c(=O)[nH]c3c2)c1
  A: 27%	B: i	C: -1%	D: 7%	E: 10%	F: -4%	G: -5%	H: -13%	I: 10%

Structure: CN(c1ccc(C(=O)Nc2ccc(Cl)cn2)cc1)S(=O)(=O)c1ccccc1
  A: ?	B: i	C: 2%	D: 3%	E: 3%	F: -89%[inhibitor]	G: 1%	H: -28%	I: ?

Structure: CCOc1ccc(C)cc1-n1nc2ccccc2n1
  A: ?	B: i	C: -2%	D: -7%	E: ?	F: 0%	G: -1%	H: 3%	I: -9%

Structure: CCOc1ccccc1-c1nc(C(N)=O)c2[nH]c(=O)n(-c3ccccc3)c2n1
  A: 18%	B: i	C: -12%	D: 63%[activator]	E: -16%	F: -16%[57.5 µM]	G: -4%	H: 1%	I: 31%

Structure: CCOC(=O)c1cnc(SCCc2ccccc2)nc1N
  A: 0%	B: i	C: 0%	D: 1%	E: 0%	F: -18%[57.5 µM]	G: 0%	H: -6%	I: 19%

Structure: CCC(=O)C1=C(c2ccc(Cl)cc2)N(C(=O)CC)n2c(C)nnc2S1
  A: -7%	B: .	C: .	D: 1%	E: -5%	F: -12%	G: .	H: -21%	I: 24%

Structure: O=C(NC1CCCC1)C1C(c2ccccc2)=Nc2ccccc2N1C(=O)c1ccc(C(F)(F)F)cc1 (stereo not drawn)
  A: 6%	B: i	C: .	D: 0%	E: 24%	F: -15%	G: ?	H: 9%	I: 15%

Structure: CC1(C)CC(=O)c2cn3ncnc3nc2C1
  A: 14%	B: i	C: 2%	D: 8%	E: -13%	F: -2%[57.5 µM]	G: -9%	H: 7%	I: 3%

Structure: Cc1ccc(CC(=O)Nc2nccs2)cc1C
  A: -33%	B: i	C: -14%	D: -8%	E: -16%	F: -25%	G: 5%	H: 23%	I: 3%

Compound profiles, from the list above:
CCOc1ccccc1-c1nc(C(N)=O)c2[nH]c(=O)n(-c3ccccc3)c2n1 in the list: GLP-1R inv ag: 18%; pAkt inh: i; Mm-Cpn inhibitor: -12%; HEK293 tox: 63%[activator]; TDP-43 yeast inh: -16%; PTHR1 agonist: -16%[57.5 µM]; aSyn yeast inh: -4%; Abeta rescue: 1%; FUS yeast rescue: 31%
Cc1ccc(CC(=O)Nc2nccs2)cc1C in the list: GLP-1R inv ag: -33%; pAkt inh: i; Mm-Cpn inhibitor: -14%; HEK293 tox: -8%; TDP-43 yeast inh: -16%; PTHR1 agonist: -25%; aSyn yeast inh: 5%; Abeta rescue: 23%; FUS yeast rescue: 3%

Screening results (PubChem BioAssay)
